# S1P3 antagonist: blocks the human S1P3 receptor. CHO S1P3 NFAT-BLA reporter, FRET fluorescence, antagonist mode. Q99500. 0.27% of 170,000 active. AID 485. inhibition, % at 4.98 µM;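 active means inhibition above the plate cutoff, the mean inhibition of test wells on that plate plus 3 SD, cut at about 28% in these data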;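 further: cells challenged with S1P at its EC80 of 0.8 µM; blue over green emission ratio from cleaved BLA substrate after 4 h stimulation; 0% = S1P-stimulated wells and 100% = unstimulated DMSO-only wells; some compounds past the cut are filed as inactive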
# PMI act hi M6P: PMI (human) activation, high substrate | coupled PMI enzyme assay, resazurin fluorescence, 20 min; stronger effect = higher value; 1 = untreated enzyme, 0 = substrate-free blank | activation factor at 20 µM | 0.34% of 190,000 active | AID 1216;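 active means activation factor of 2 or more at 20 µM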
# Target sequence (P34949 whole entry, looked up): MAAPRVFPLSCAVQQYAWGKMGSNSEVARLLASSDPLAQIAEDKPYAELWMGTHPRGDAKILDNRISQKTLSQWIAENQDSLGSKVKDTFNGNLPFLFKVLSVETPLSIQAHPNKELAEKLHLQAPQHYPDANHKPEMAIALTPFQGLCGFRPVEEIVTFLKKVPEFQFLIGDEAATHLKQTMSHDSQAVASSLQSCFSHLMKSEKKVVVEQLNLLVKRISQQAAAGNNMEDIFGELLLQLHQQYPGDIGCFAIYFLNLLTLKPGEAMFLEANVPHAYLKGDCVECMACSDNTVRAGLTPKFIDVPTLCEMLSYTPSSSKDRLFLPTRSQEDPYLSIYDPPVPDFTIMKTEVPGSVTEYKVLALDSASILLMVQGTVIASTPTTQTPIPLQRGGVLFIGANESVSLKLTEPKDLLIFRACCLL
#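 test system = human PMI in coupled enzyme assay | medium = HEPES-buffered pH 7.4 with magnesium and detergent | also added = 1.0 mM mannose-6-phosphate substrate with 0.22 mM NADP+ | compound = 20 µM single dose | times = 20 min incubation at room temperature | measured by = resorufin fluorescence (Ex 544/Em 590 nm) from resazurin via diaphorase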
# TNAP inh no acc: blocks human TNAP activity with no phosphate acceptor present | purified TNAP, CDP-star luminescence, 30 min | P05186 | inhibition, % at 20 µM | 0.26% of 200,000 active | AID 1012;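 active means tissue-nonspecific alkaline phosphatase inhibition above about 50% at 20 µM in the single-dose screen, limit read from the data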;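 further: 0% = DMSO negative control and 100% = EDTA positive control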
# Target sequence (P05186 whole entry, looked up): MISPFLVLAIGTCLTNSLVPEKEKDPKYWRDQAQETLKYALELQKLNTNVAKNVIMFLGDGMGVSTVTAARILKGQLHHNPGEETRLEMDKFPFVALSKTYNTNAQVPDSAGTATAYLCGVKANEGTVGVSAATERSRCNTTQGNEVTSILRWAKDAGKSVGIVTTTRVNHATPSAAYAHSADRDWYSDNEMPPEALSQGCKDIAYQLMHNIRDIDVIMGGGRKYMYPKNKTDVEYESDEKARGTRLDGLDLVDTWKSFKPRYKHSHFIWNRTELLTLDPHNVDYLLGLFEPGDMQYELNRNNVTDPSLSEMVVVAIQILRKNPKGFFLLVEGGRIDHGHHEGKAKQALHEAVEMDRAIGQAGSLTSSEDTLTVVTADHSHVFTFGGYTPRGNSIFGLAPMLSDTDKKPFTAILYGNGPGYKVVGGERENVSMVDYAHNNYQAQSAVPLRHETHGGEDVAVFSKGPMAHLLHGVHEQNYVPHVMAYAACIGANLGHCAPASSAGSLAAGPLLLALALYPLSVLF
# PMI act: phosphomannose isomerase (human) activation | P34949 | purified human PMI, coupled resazurin fluorescence, 20 min; stronger effect = higher value; 1 = vehicle control, 0 substrate-free wells | activation factor at 20 µM | 0.005% of 190,000 active | AID 1214;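 active means activation factor of 2 or more at 20 µM, relative to plate controls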
# Hsp70 act: Hsp70 transcriptional activation, primary screen; HeLa Hsp70 promoter luciferase reporter, luminescence; scaled: vehicle 0, proteasome-inhibitor control 100%; activation, % at 10 µM; 0.04% of 200,000 active; AID 1203;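 active means activation above the mean across all tested compounds plus 3 SD, cutoff set per campaign, cut at about 5.5% in these data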;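 further: 100% = MG132 at 30 µM as the positive control and 0% = DMSO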
# TNAP inh hi DEA: inhibitors of human TNAP at high phosphate acceptor concentration | purified TNAP, CDP-star luminescence, 1 M DEA | inhibition, % at 20 µM | 0.03% of 200,000 active | AID 1135 | P05186;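 active means over 50% inhibition of tissue-nonspecific alkaline phosphatase at 20 µM in the single-dose screen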;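 further: plate controls were DMSO wells for no effect and EDTA-quenched wells as full inhibition for full effect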
# DTT redox prof: compounds producing H2O2 with reducing agent – biochemical, NIH compound library profiling, artefact control for MLSCN library redox annotation, primary screen | DTT-dependent redox cycling H2O2, phenol red/HRP absorbance; 100% = 100 µM peroxide control, 0% = buffer | activation, % at 10 µM | 0.03% of 200,000 active | AID 878;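 active means activation of at least 50% relative to the plate's high and low controls in the primary single-dose screen; inactive means activation below 50%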;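 further: compound incubated with DTT at 0.8 mM final as the reducing agent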
# RAM inhibit: inhibitors of the yeast RAM network. S. cerevisiae dse1pr::URA3 reporter, 5-FOA growth OD615, 2 d; analog-sensitive cbk1-as2 kinase mutant strain. inhibition, % at 50 µM. 1.8% of 190,000 active. AID 868;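 active means inhibition above a set limit, 3 SD over mean compound inhibition, cut at about 8.4% in these data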;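 further: 0% = DMSO-only wells with no growth and 100% = 10 µM 1-NA-PP1 full growth; inhibition rescues growth on 5-FOA so higher OD means more RAM inhibition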
# L major viab: inhibitors of Leishmania major promastigote growth | 9% of 200,000 active | Leishmania major promastigotes, resazurin fluorescence viability | inhibition, % at 10 µM; in the data active means inhibition above about 50%;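 further: promastigotes grown with compound for 44 hours at 28 °C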
# Efa HMGR inh: E. faecalis class II HMG-CoA reductase inhibition; purified E. faecalis HMGR, NADPH absorbance 340 nm kinetic; inhibition, % at 10 µM; 0.41% of 190,000 active; AID 1066;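 active means inhibition above a set limit, the median over all tested compounds plus 3 SD, cut at about 9.5% in these data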;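 further: enzyme runs in reverse so mevalonate oxidation gives rising NADPH absorbance; 0% = complete reaction with DMSO and 100% = background rate lacking mevalonate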
# Starred values were filed as active, the others as inactive; nt = no result given.
canonical_smiles	L major viab	Efa HMGR inh	Hsp70 act	PMI act	TNAP inh no acc	PMI act hi M6P	RAM inhibit	S1P3 antagonist	TNAP inh hi DEA	DTT redox prof
O=C(Nc1nc(-c2ccc3c(c2)OCCO3)cs1)c1ccc(S(=O)(=O)N2CCCCC2)cc1	86*	2	-0.6	1	-10	1	2.6	21	-4	1.6
COCC(=O)N1CCN(c2cccc(Cl)c2)CC1	-3	-2	-0.2	0.9	-3	0.9	-0.6	-8	2	0.0
COc1ccc(C(C(=O)OC(C)CN(C)C)c2ccccc2)cc1 (centres undefined)	-6	1	-0.3	0.9	-12	1	0.9	15	-2	1.8
CN(Cc1ccccc1)C(=O)COC(=O)c1ccc(S(=O)(=O)N(C)C)cc1	4	2	-0.4	1.2	-6	1.1	0.4	-12	-6	-1.9
O=[N+]([O-])c1ccc2nc(-[n+]3c(-c4ccccc4)cc(-c4ccccc4)cc3-c3ccccc3)[nH]c2c1	89*	0	-0.1	1.3	-6	1.3	0.1	7	2	-0.3
C=CCn1c(SCC(=O)Nc2nc3ccccc3s2)nnc1-c1ccccc1O	1	-1	0.1	1	-8	1	3.9	-20	3	1.5
CCOC(=O)C1(CCCc2ccccc2)CCN(C(=O)CCc2cnn(C)c2)CC1	-4	1	0.0	nt	-10	nt	0.2	-1	-4	-0.1
N#C/C(=C\Nc1ccc2cn[nH]c2c1)c1nc(-c2ccc(Cl)cc2)cs1	9	-7	-0.2	1.3	-6	1.2	1.9	-7	-2	-0.1
O=c1[nH]c(CN2CCOCC2)nc2ccccc12	-6	6	-0.3	1	-4	1	0.3	-16	0	-0.1
COc1ccc(C(=O)NC(=S)Nc2ccc(S(N)(=O)=O)cc2)cc1	-4	-1	-0.1	0.7	10	0.8	1.9	-14	-5	-0.2
Cc1cccc(OCC(=O)N/N=C/c2cn[nH]c2-c2ccc(Cl)c(Cl)c2)c1	8	3	-0.1	0.9	-7	1	2.2	nt	0	-3.5
COc1ccc(NC(=O)C2CCCN2S(=O)(=O)c2ccc(F)cc2)cc1 (centres undefined)	-2	1	-0.4	1	-4	0.9	1.4	-41	-3	-2.9
CCC1=C(C(=O)OC)C(c2cc(OC)ccc2OC)C(C#N)=C(N)O1 (centres undefined)	-8	0	0.2	0.9	-6	0.9	0.5	nt	1	-2.3
COCc1cc(C)nc(OCC(=O)N/N=C/c2cc(C)n(-c3c(C)cccc3C)c2C)c1C#N	9	-1	-0.1	0.9	-12	0.9	0.1	nt	0	0.1
CCCn1c(SCC(=O)Nc2ccccc2CC)nnc1C(C)C	3	-1	-0.2	0.9	-10	0.9	3.3	10	4	-0.1
CCOc1ccc(NC(=O)CN2CCN(C3c4ccccc4-c4ccccc43)CC2)cc1	90*	-1	-0.1	1.1	-18	1.1	-1.0	nt	2	-5.0
CC(C)(C)N1CC(c2nc3ccccc3n2CCOc2ccccc2)CC1=O (centres undefined)	1	1	-0.5	1	-4	1	0.5	nt	-5	0.1
CC(C)CN1CCNC(=O)C1CC(=O)NCc1cnn(-c2cccc(F)c2)c1 (centres undefined)	-4	-4	-0.1	1.1	-8	0.9	3.7	6	-4	-0.8
CO[C@H]1C=CO[C@@]2(C)Oc3c(C)c(O)c4c(O)c(c5c(c4c3C2=O)NC2(CCN(CC(C)C)CC2)N=5)=NC(=O)C(C)=CC=C[C@H](C)[C@H](O)[C@@H](C)[C@@H](O)[C@@H](C)[C@H](OC(C)=O)[C@@H]1C	nt	-1	0.0	0.8	13	0.7	nt	-18	11	nt
O=C(Oc1ccccc1/C=C\C(=O)c1cc2ccccc2o1)c1cccc(F)c1	79*	-6	-0.2	0.8	-1	0.8	10*	-6	28	3.2
CCc1ccc(-c2nc(NC(=O)c3ccc(OCC(=O)Nc4ccc(F)cc4)c(OC)c3)sc2C)cc1	-3	4	-0.3	1	1	1	4.9	-11	8	2.3
CCOc1ccc(CSC(CC(=O)O)C(=O)O)cc1 (centres undefined)	-11	-5	-0.1	0.9	-10	0.9	1.2	nt	-4	-0.4
CC(C)c1ccc(NC(=O)C2CCCCC2C(=O)O)cc1 (centres undefined)	13	-2	-0.2	0.9	-12	0.9	0.1	-54	-3	-2.1
O=C(Oc1cc(=O)oc2ccccc12)c1ccccc1	-12	1	1.1	1	-5	1	-0.1	-13	-5	0.3
CC(C)(C)OC(=O)NNC1CC(=O)N(c2ccccc2F)C1=O (centres undefined)	-4	-4	-0.4	1.1	2	1	0.0	nt	-3	1.8
CCNC(=S)Nc1ccc(Cl)c([N+](=O)[O-])c1	3	-4	0.2	1.1	-19	1	0.6	-2	-7	-0.1
C=CCn1c(SCc2nc(N)nc(N3CCCCC3)n2)nnc1-c1ccco1	2	0	-0.1	1	-4	0.9	-0.3	13	1	1.3
CCn1cc(C(=O)NCC2CCCO2)c(=O)c2cc(S(=O)(=O)N3CCCCC3)ccc21 (centres undefined)	11	1	0.2	0.9	-6	0.9	2.2	-21	0	1.7
O=C(NS(=O)(=O)c1ccc2c(c1)OCCO2)c1ccccc1	-11	-1	0.6	1.1	1	1.1	0.3	nt	-6	0.6
COCC(O)CNc1ccccc1 (centres undefined)	33	-5	-0.1	1.1	-1	1.1	2.7	-9	2	-0.4

# Remaining list, next part
canonical_smiles	L major viab	Efa HMGR inh	Hsp70 act	PMI act	TNAP inh no acc	PMI act hi M6P	RAM inhibit	S1P3 antagonist	TNAP inh hi DEA	DTT redox prof
CC1CC(C)(C)NC(=S)N1CCCC(=O)NCc1ccccc1 (centres undefined)	7	-4	0.1	1	-2	0.9	0.5	-5	-4	0.5
Cc1ccc(S(=O)(=O)N(C)C)cc1NC(=O)CSc1ncc(C(F)(F)F)cc1Cl	61*	2	-0.3	1.1	-4	1	3.9	-10	0	0.8
COc1ccc(NC(=O)C2CCCO2)cc1Cl (centres undefined)	-3	-2	-0.3	1	-6	1	0.9	nt	-2	0.4
O=C(c1ccccc1)N1CCN(c2ncnc3sc4c(c23)CCC4)CC1	63*	-1	-0.2	0.8	-3	0.9	3.0	nt	-1	0.5
O=C(CSc1nc2[nH]ncc2c(=O)n1-c1ccccc1)NCc1cccs1	2	3	-0.2	1.1	-20	1.1	-0.9	-173	-4	-0.7
Cc1ccc(NC2=NC3(CCCCC3)N=C(N)N2)c(C)c1	-2	0	0.0	1	-36	0.9	0.1	-24	-12	0.3
Cc1nn(-c2ccccc2)c2sc(C(=O)N(CC(=O)NC(C)(C)C)Cc3ccco3)cc12	60*	-1	0.1	0.9	-2	0.8	2.4	20	2	1.7
COc1cccc(C(=O)C[n+]2ccccc2/C=N/O)c1	9	-1	-0.3	1.3	-10	1.3	0.3	8	-3	-0.1
Cc1cccc2cncc(OCc3nnc(SC(F)F)n3C)c12	0	-1	-0.3	1.1	-12	1	1.6	7	-7	-0.1
CCSc1ccc2nnc(-c3cccc(F)c3)n2n1	7	-10	0.2	1	-15	2*	-1.5	16	-2	1.3
O=C1c2ccccc2C(O)N1Cc1ccco1 (centres undefined)	-5	-8	-0.3	1	6	1	5.6	-36	-3	-0.8
C=CCN(CC=C)S(=O)(=O)c1ccc(NC(=O)COc2ccccc2OC)cc1	11	5	-0.5	0.9	-11	0.9	15*	nt	-5	0.2
O=C(N/N=C/C(Br)=C\c1ccccc1)c1ccc2nc[nH]c2c1	47	0	-0.4	1.1	-7	1	-0.2	10	-3	-0.1
NC(=O)Cn1c(=O)n(-c2ccccc2)c(=O)c2oc3ccccc3c21	-2	1	0.0	1.1	-41	1.1	3.8	-8	-2	-1.8
Cc1cc(C)c(NC(=O)NC(=O)C(Cl)(Cl)Cl)c(C)c1	14	-4	-0.3	1.1	-2	1	1.6	-4	0	0.0
Cn1ccnc1SCCC#N	-4	-1	-0.1	1	-10	1	2.3	nt	-2	1.7
COc1cc(C(=O)Nc2ccc(C(C)=O)cc2)c(Br)c(OC)c1OC	-7	-2	0.1	1	-22	0.9	0.5	-5	-3	0.0
CCOC(=O)C1=C(CC)Nc2ccccc2N=C1NC(=O)c1oc2ccccc2c1C	42	-1	-0.2	0.9	-14	0.9	4.3	4	-3	3.0
CCC(C)NC(=O)c1ccccc1NC(=O)CN(c1ccc(OC)cc1)S(C)(=O)=O (centres undefined)	-1	-4	0.8	0.9	-9	1	0.1	nt	-3	0.2
CC(=O)Nc1ccc(NCC(O)COc2ccccc2)cc1 (centres undefined)	2	-1	-0.5	0.9	-14	1	0.9	nt	-4	-0.9
CCN1CCN(C(=O)c2ccc3c(c2)c(C)c(C)n3Cc2ccccc2)CC1	9	5	-0.1	1	-22	1	0.2	8	-7	-0.8
O=C(Cn1ncn2c(cc3ccccc32)c1=O)NCc1ccco1	-2	1	-0.1	1.1	-10	1.2	0.2	-8	-2	-0.5
CCCCCC/C(=N/O)c1ccccn1	91*	-2	-0.2	1.1	9	1.2	-1.6	8	-1	1.6
CCN(CC)C(=O)CSc1nnc(-c2ccccn2)n1-c1ccc(C)c(C)c1	-2	-3	-0.4	1	-11	1	1.1	6	-7	1.3
CCC(C)n1nccc1NC(=O)C(C)Cl (centres undefined)	-3	1	-0.2	1.2	-4	1.1	2.4	-2	3	-1.7
COc1ccc(C(=O)NC(=S)Nc2ccc(N3CCOCC3)c(Cl)c2)cc1[N+](=O)[O-]	100*	-2	-0.3	0.7	-18	0.9	2.5	11	-2	0.1
CC1=CC(C)(C)NC(=S)N1c1cc(C)cc(C)c1	13	-1	-0.3	1.1	6	1	0.9	-6	-2	-0.2
CCSc1nnc(NC(=O)/C=C/c2ccco2)s1	-3	-3	0.1	1.1	-15	1.1	0.5	5	-6	-0.9
COc1ccc(C(=O)CN2CCN(S(=O)(=O)c3cccc([N+](=O)[O-])c3)CC2)cc1	9	-7	-0.3	1.1	3	1.2	2.6	-3	0	0.2
Cc1ccccc1CN1C[C@@H]2C[C@@H](c3cn[nH]c3-c3ccccc3)N3CCC[C@@]23C1=O	20	-1	-0.2	0.9	-10	1	0.0	-30	-5	-1.6
Cc1cccc(CN2CCN(C(=O)CCc3nnc(C4CCCCC4)o3)CC2)c1	14	-6	-0.4	1	-13	1	-0.4	-1	-10	-0.3
Cc1nn(-c2ccccc2)c(N2CCCC2)c1/C=N/NC(=S)Nc1ccccc1F	10	-7	-0.2	1	-12	1.1	6.6	-10	7	0.4

# Record cards, from the list above:
# O=c1[nH]c(CN2CCOCC2)nc2ccccc12 as listed: L major viab = -6; Efa HMGR inh = 6; Hsp70 act = -0.3; PMI act = 1; TNAP inh no acc = -4; PMI act hi M6P = 1; RAM inhibit = 0.3; S1P3 antagonist = -16; TNAP inh hi DEA = 0; DTT redox prof = -0.1
# CCn1cc(C(=O)NCC2CCCO2)c(=O)c2cc(S(=O)(=O)N3CCCCC3)ccc21 (centres undefined) as listed: L major viab = 11; Efa HMGR inh = 1; Hsp70 act = 0.2; PMI act = 0.9; TNAP inh no acc = -6; PMI act hi M6P = 0.9; RAM inhibit = 2.2; S1P3 antagonist = -21; TNAP inh hi DEA = 0; DTT redox prof = 1.7

# Random draw from the library, and some 12% of all compounds hit somewhere here.
